H9c2 TAG inh = reduces triacylglycerol accumulation in H9c2 cells; Nile Red lipid (TAG) fluorescence; cells loaded with 200 µM oleic acid; inhibition, % at 12.5 µM; hit rate 0.66% among 230,000;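 active = pattern-corrected inhibition of lipid staining of at least 50% with the nuclear-stain viability signal not falling by more than 50%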;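 note: 0% = DMSO wells and 100% = triacsin C control wells; some results filed as inactive read as strong as hits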
H9c2 TAG inh DAPI viability = recorded beside H9c2 TAG inh, whose call it bears; DAPI nuclei signal change (viability), lower = more cytotoxic, %;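 whole-well DAPI fluorescence read on a plate reader as a viability signal; minus 50 percent equals half of cells still viable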
The depositor's hits bear a star. An excerpt; the hit share may differ from the screen's.

For CC1(CCc2ccccc2)NC(=O)N(CC(=O)Nc2ccccc2)C1=O (configuration not stated) the results were H9c2 TAG inh 6 and H9c2 TAG inh DAPI viability -7.
Screening O=c1cc(COc2ncnc3ccccc23)nc2sccn12 returned H9c2 TAG inh 0 and H9c2 TAG inh DAPI viability -4.
Screening Cc1ccc(S(=O)(=O)N2CC(O)C[C@H]2C(=O)OCC(=O)Nc2ccc(N3CCOCC3)cc2)cc1C (some centres not stated) returned H9c2 TAG inh -6 and H9c2 TAG inh DAPI viability 4.
Screening Cn1c(=O)[nH]c(=O)c2c1nc(Sc1nc3ccccc3s1)n2Cc1ccccc1 returned H9c2 TAG inh -7 and H9c2 TAG inh DAPI viability 2.
CCN(CC)C(=O)C1=C(C)N(Cc2ccc(F)cc2)C(=O)C(CC(=O)NC(c2ccccc2)c2ccccc2)C1 (configuration not stated) was read as H9c2 TAG inh 14 and H9c2 TAG inh DAPI viability -12.
Screening Nc1n[nH]c(-c2ccccc2)n1 returned H9c2 TAG inh -14 and H9c2 TAG inh DAPI viability 9.
`Cc1ccccc1N1CCN(C2CCCN(C(=O)CSc3ccccn3)C2)CC1` (configuration not stated) gave H9c2 TAG inh 31 and H9c2 TAG inh DAPI viability -2.
`O=C(O)CCCNC(=O)/C=C/c1ccco1` gave H9c2 TAG inh -24 and H9c2 TAG inh DAPI viability -6.
`COCCn1c(SCc2ccccc2Cl)nc2c1c(=O)[nH]c(=O)n2C` gave H9c2 TAG inh -54 and H9c2 TAG inh DAPI viability -2.
CCCn1c(SCC(=O)c2cc(OC)ccc2OC)nnc1-c1ccco1 was read as H9c2 TAG inh -2 and H9c2 TAG inh DAPI viability -10.
COc1cccc(C(=O)NCCSc2ccc(F)cc2)c1 was read as H9c2 TAG inh -3 and H9c2 TAG inh DAPI viability -7.
For CN1CCN(S(=O)(=O)c2ccc(NC(=S)NC(=O)C3CC3)cc2)CC1 the results were H9c2 TAG inh -13 and H9c2 TAG inh DAPI viability 10.
CN(CC(=O)NCC1CCCCC1)CC(=O)Nc1ccc(F)cc1 was read as H9c2 TAG inh 28 and H9c2 TAG inh DAPI viability 1.
CCc1nnc(NC(=O)c2cccnc2SC)s1 was read as H9c2 TAG inh 14 and H9c2 TAG inh DAPI viability -3.
For OC1CCN(Cc2cccc(Oc3ccccc3)c2)CC1 the results were H9c2 TAG inh 3 and H9c2 TAG inh DAPI viability 15.
`CCOc1ccc2ncc(C(=O)c3ccc(OC)cc3)c(N3CCN(CC)CC3)c2c1` gave H9c2 TAG inh -18 and H9c2 TAG inh DAPI viability -6.
CC(C)(C)OC(=O)NNC(=O)NC12CC3CC(CC(C3)C1)C2 was read as H9c2 TAG inh -4 and H9c2 TAG inh DAPI viability 1.
`Cc1cccc(NC(=S)N=Nc2c(O)[nH]c3ccccc23)c1` gave H9c2 TAG inh 15 and H9c2 TAG inh DAPI viability -16.
COCCC(=O)N1CCc2ccc(NC(=O)c3ccc(C(F)(F)F)cc3)cc2C1 was read as H9c2 TAG inh -16 and H9c2 TAG inh DAPI viability 3.
`O=C(CN1CCOCC1)Nc1cc([N+](=O)[O-])ccc1Cl` gave H9c2 TAG inh 9 and H9c2 TAG inh DAPI viability -6.
For CCc1nnc(NC(=O)CSc2nc(-c3ccccc3)c(-c3ccccc3)o2)s1 the results were H9c2 TAG inh -8 and H9c2 TAG inh DAPI viability 6.
`CC(C)CN(C(=O)COC(=O)c1ccc2c(c1)OCO2)c1c(N)n(Cc2ccccc2)c(=O)[nH]c1=O` gave H9c2 TAG inh 2 and H9c2 TAG inh DAPI viability -10.
For O=S(=O)(NC(=NCc1ccccc1)c1ccc(F)cc1)c1ccc(Cl)cc1 the results were H9c2 TAG inh 8 and H9c2 TAG inh DAPI viability 4.
For O=c1[nH]c2cc(S(=O)(=O)CCO)ccc2o1 the results were H9c2 TAG inh 2 and H9c2 TAG inh DAPI viability -1.
For CN(Cc1ccccc1F)C(=O)CN1CCN(S(=O)(=O)c2ccc3c(c2)OCCCO3)CC1 the results were H9c2 TAG inh -10 and H9c2 TAG inh DAPI viability 0.
`CCCCCNc1c(C(=O)OCC)c(=O)[nH]c2ccccc12` gave H9c2 TAG inh -6 and H9c2 TAG inh DAPI viability -4.
`Cc1ccc(S(=O)(=O)N2C[C@]3(O)C[C@@H]4C(=O)N(c5ccccc5)C(=O)[C@@H]4C[C@]3(OC(=O)NC3CC3)C2)cc1` gave H9c2 TAG inh 19 and H9c2 TAG inh DAPI viability -5.
CC1=C(C(=O)OCC2CCCCC2)C(c2ccc(F)cc2)NC(=O)N1 (configuration not stated) was read as H9c2 TAG inh 16 and H9c2 TAG inh DAPI viability -14.
`C=CCC(C(=O)OC)(C(=O)OC)c1ccc([N+](=O)[O-])cc1[N+](=O)[O-]` gave H9c2 TAG inh -15 and H9c2 TAG inh DAPI viability 6.
`Cc1nc2ccc(NC(=O)CCS(=O)(=O)c3ccc(Cl)cc3)cc2s1` gave H9c2 TAG inh -19 and H9c2 TAG inh DAPI viability 7.
For S=C(NCCc1ccccc1)N/N=C/c1ccccc1Cl the results were H9c2 TAG inh 5 and H9c2 TAG inh DAPI viability 1.
CC(C)(C)S(=O)(=O)c1cnc2c(-c3ccsc3)cnn2c1N was read as H9c2 TAG inh -2 and H9c2 TAG inh DAPI viability 7.
`CC(=O)c1cccc(-c2ccnc3c2CC(C(=O)NCC2CC2)O3)c1` (configuration not stated) gave H9c2 TAG inh 7 and H9c2 TAG inh DAPI viability -16.
For O=C1Nc2cc(C(=O)NCCN3CCCCCC3)ccc2S/C1=C/c1ccccc1F the results were H9c2 TAG inh 32 and H9c2 TAG inh DAPI viability 9.
CCc1ccc(-c2nc(SCC(=O)NC3CC3)n[nH]2)cc1 was read as H9c2 TAG inh 2 and H9c2 TAG inh DAPI viability -6.
For CNC(=O)[C@@H]1C[C@H]1[C@@H](NC(=O)OCc1ccccc1)c1ccccc1 the results were H9c2 TAG inh 26 and H9c2 TAG inh DAPI viability -5.
O=C1C2C3CCC(C3)C2C(=O)N1c1ccc2ccccc2c1 (configuration not stated) was read as H9c2 TAG inh -12 and H9c2 TAG inh DAPI viability 10.
For CSc1ccc(CNC(C)(C)CO)cc1 the results were H9c2 TAG inh -2 and H9c2 TAG inh DAPI viability 3.
COC(=O)[C@@H]1CCCN1C(=O)CCc1nnc(C2CCCCC2)o1 was read as H9c2 TAG inh 11 and H9c2 TAG inh DAPI viability -18.
`Cc1cc(NC(=O)CSCC(=O)Nc2ccc(Cl)c(C(F)(F)F)c2)no1` gave H9c2 TAG inh -14 and H9c2 TAG inh DAPI viability 14.

Next section, starting with the last 4 of the part before.
O=C1C2C3CCC(C3)C2C(=O)N1c1ccc2ccccc2c1 (configuration not stated) was read as H9c2 TAG inh -12 and H9c2 TAG inh DAPI viability 10.
For CSc1ccc(CNC(C)(C)CO)cc1 the results were H9c2 TAG inh -2 and H9c2 TAG inh DAPI viability 3.
COC(=O)[C@@H]1CCCN1C(=O)CCc1nnc(C2CCCCC2)o1 was read as H9c2 TAG inh 11 and H9c2 TAG inh DAPI viability -18.
`Cc1cc(NC(=O)CSCC(=O)Nc2ccc(Cl)c(C(F)(F)F)c2)no1` gave H9c2 TAG inh -14 and H9c2 TAG inh DAPI viability 14.
`c1ccc(C(c2ccccc2)N2CCN(Cc3nnnn3C3CCCCC3)CC2)cc1` gave H9c2 TAG inh 23 and H9c2 TAG inh DAPI viability -16.
For COc1ccc(NC(=O)c2ccc3nccnc3c2)cc1 the results were H9c2 TAG inh 0 and H9c2 TAG inh DAPI viability 1.
COCCNc1nc(Nc2ccccc2Cl)c2sc(-c3ccccc3)cc2n1 was read as H9c2 TAG inh 21 and H9c2 TAG inh DAPI viability 36.
Cc1ccc(S(=O)(=O)Cc2ccc(C(=O)NCc3cccs3)o2)cc1 was read as H9c2 TAG inh -8 and H9c2 TAG inh DAPI viability 6.
For CCc1ccc(CN(C)Cc2nc(COc3ccccc3)no2)nc1 the results were H9c2 TAG inh -28 and H9c2 TAG inh DAPI viability 4.
`CCCNC(=O)C1(C)CCCN(C(=O)c2cccc(OC(C)=O)c2C)C1` (configuration not stated) gave H9c2 TAG inh 10 and H9c2 TAG inh DAPI viability -1.
Screening Nc1ccccc1C(=O)NNC1=C(C(=O)C(F)(F)F)CCC1 returned H9c2 TAG inh -6 and H9c2 TAG inh DAPI viability -2.
CC(Oc1cccnc1[N+](=O)[O-])C(=O)N1CCc2ccccc21 (configuration not stated) was read as H9c2 TAG inh -4 and H9c2 TAG inh DAPI viability -28.
COC(=O)CSc1nc2c(c(=O)n(C)c(=O)n2C)n1CCCc1ccccc1 was read as H9c2 TAG inh -9 and H9c2 TAG inh DAPI viability -2.
For O=C(CN1C(=O)c2ccccc2S1(=O)=O)N1CCN(c2ccccc2F)CC1 the results were H9c2 TAG inh 6 and H9c2 TAG inh DAPI viability -4.
Screening CCOc1ccc(NC(=O)C2CCCN(S(C)(=O)=O)C2)cc1 (configuration not stated) returned H9c2 TAG inh 14 and H9c2 TAG inh DAPI viability -4.
For COC(=O)c1ccc(N2C(=O)CC(SCC(=O)Nc3ccc(OC)cc3)C2=O)cc1 (configuration not stated) the results were H9c2 TAG inh 7 and H9c2 TAG inh DAPI viability -4.
For Cc1ccc(-n2c(Cc3cccc4ccccc34)n[nH]c2=S)c(C)c1 the results were H9c2 TAG inh 18 and H9c2 TAG inh DAPI viability -10.
`CCCOc1ccc(N2CC(C(=O)NC3=NCCS3)CC2=O)cc1` (configuration not stated) gave H9c2 TAG inh 9 and H9c2 TAG inh DAPI viability -4.
Screening CCC(=O)Nc1ccc(S(=O)(=O)Nc2ncccn2)cc1 returned H9c2 TAG inh -13 and H9c2 TAG inh DAPI viability 13.
Cc1cc(C)c2cc(C(=O)N(C)C3CCN(C)CC3)[nH]c2c1 was read as H9c2 TAG inh 22 and H9c2 TAG inh DAPI viability -9.
Screening COc1ccc(Nc2nc(N)nc(CSc3n[nH]c(-c4ccccc4)n3)n2)cc1 returned H9c2 TAG inh 34 and H9c2 TAG inh DAPI viability -9.
Screening CNC(=O)C(=O)NCCN1CCN(C(=O)c2ccc([N+](=O)[O-])cc2)CC1 returned H9c2 TAG inh -4 and H9c2 TAG inh DAPI viability -2.
`CC(=O)n1nc(-c2cccnc2)nc1N` gave H9c2 TAG inh 0 and H9c2 TAG inh DAPI viability -3.
O=C1N[C@H](Cc2ccccc2)CO1 was read as H9c2 TAG inh 3 and H9c2 TAG inh DAPI viability -5.

Molecules listed so far with a furan ring, fused or not:
`O=C(O)CCCNC(=O)/C=C/c1ccco1` gave H9c2 TAG inh -24 and H9c2 TAG inh DAPI viability -6.
CCCn1c(SCC(=O)c2cc(OC)ccc2OC)nnc1-c1ccco1 was read as H9c2 TAG inh -2 and H9c2 TAG inh DAPI viability -10.
Cc1ccc(S(=O)(=O)Cc2ccc(C(=O)NCc3cccs3)o2)cc1 was read as H9c2 TAG inh -8 and H9c2 TAG inh DAPI viability 6.

Later entries
`CCn1c(=O)c([N+](=O)[O-])c(NCc2ccc3c(c2)OCO3)c2ccccc21` gave H9c2 TAG inh -27 and H9c2 TAG inh DAPI viability 1.
For COc1ccc(S(=O)(=O)N2CCCN(CC(=O)Nc3cc(NC(C)=O)ccc3OC)CC2)cc1 the results were H9c2 TAG inh -39 and H9c2 TAG inh DAPI viability 0.
For N#Cc1cc([N+](=O)[O-])ccc1NC(=O)COC(=O)c1cnccn1 the results were H9c2 TAG inh 0 and H9c2 TAG inh DAPI viability -8.
Screening CC(C)N1CCC1(C)C(=O)Nc1cc(-c2ccccc2)nn1C (configuration not stated) returned H9c2 TAG inh -25 and H9c2 TAG inh DAPI viability 3.
Screening Cc1nc2nc[nH]n2c(=O)c1NC(=O)c1c(-c2ccccc2Cl)noc1C returned H9c2 TAG inh 5 and H9c2 TAG inh DAPI viability -3.
Screening Cc1ccc(C(=O)OCC(=O)Nc2ccccc2C(F)(F)F)cc1S(=O)(=O)N1CCCCC1 returned H9c2 TAG inh -4 and H9c2 TAG inh DAPI viability 7.
`O=c1[nH]cnc(O)c1C1C=CC=CC=C1` gave H9c2 TAG inh -13 and H9c2 TAG inh DAPI viability 5.
For CN(CC(=O)Nc1cccc(F)c1)C(=O)C1CCN(S(=O)(=O)c2ccc3c(c2)OCCO3)CC1 the results were H9c2 TAG inh -30 and H9c2 TAG inh DAPI viability -1.
COc1ccc(S(=O)(=O)Nc2ccc(Cl)cn2)cc1 was read as H9c2 TAG inh -13 and H9c2 TAG inh DAPI viability -1.
COCc1nnc(NC(=O)C2CC(=O)N(C3CCCCC3)C2)s1 (configuration not stated) was read as H9c2 TAG inh 6 and H9c2 TAG inh DAPI viability 1.
`O=C(NCc1ccccn1)c1cc2ccccn2n1` gave H9c2 TAG inh 11 and H9c2 TAG inh DAPI viability -1.
CC(C)c1nc(N2CCCC2)c(C#N)c2c1CCCC2 was read as H9c2 TAG inh -3 and H9c2 TAG inh DAPI viability 65.
For Cc1csc(SCC(=O)N2CCCC2)n1 the results were H9c2 TAG inh 15 and H9c2 TAG inh DAPI viability 1.
For CCc1ccc(C(=O)NNC(=O)c2ccc(=O)n(C)n2)cc1 the results were H9c2 TAG inh -6 and H9c2 TAG inh DAPI viability -2.
For O=C(COC(=O)COc1ccc(Cl)cc1)NC1CCCCC1 the results were H9c2 TAG inh -2 and H9c2 TAG inh DAPI viability 0.
For O=C1c2cc(O)c(O)cc2S(=O)(=O)C1c1ccccc1 (configuration not stated) the results were H9c2 TAG inh -11 and H9c2 TAG inh DAPI viability 4.
Screening COc1cc(OC)nc(NC(=O)COC(=O)C2CCCCC2)n1 returned H9c2 TAG inh 17 and H9c2 TAG inh DAPI viability -23.
Screening CSc1cccc(NC(=S)N(CCCN2CCC(C)CC2)Cc2cccs2)c1 returned H9c2 TAG inh -2 and H9c2 TAG inh DAPI viability 35.

Some of these compounds in order of molar mass, low to high.
For Cc1csc(SCC(=O)N2CCCC2)n1 the results were H9c2 TAG inh 15 and H9c2 TAG inh DAPI viability 1.
`CCn1c(=O)c([N+](=O)[O-])c(NCc2ccc3c(c2)OCO3)c2ccccc21` gave H9c2 TAG inh -27 and H9c2 TAG inh DAPI viability 1.
Screening CSc1cccc(NC(=S)N(CCCN2CCC(C)CC2)Cc2cccs2)c1 returned H9c2 TAG inh -2 and H9c2 TAG inh DAPI viability 35.

Screens (PubChem BioAssay)
